# NCI-60 one-dose screen, 48 h, at 10 µM unless noted. Numbers give growth in % (100 = growth as untreated, 0 = no growth, -100 = all killed).
# EKVX = EKVX NSCLC | AID 1794765 | hit rate 3% among 71,000
# CCRF-CEM = CCRF-CEM leukemia; hit rate 7% among 77,000; AID 1794778
# HOP-62 = HOP-62 NSCLC. hit rate 3.9% among 80,000
# A549/ATCC = A549/ATCC NSCLC. hit rate 3.7% among 81,000
# MOLT-4 = MOLT-4 leukemia cells; hit rate 6.9% among 80,000
# M14 = M14 melanoma; hit rate 6.2% among 80,000; AID 1794745
# HOP-92 = HOP-92 NSCLC cells; hit rate 6.3% among 71,000; AID 1794738
# RPMI-8226 = RPMI-8226 leukemia cells; hit rate 7.5% among 77,000
# An asterisk follows results filed as active; nt = not tested or not shown; & = joins results of further samples; [ ] = dose if it differs, or a comment. How the source made its calls: active means growth percent below 10; inactive means the rest.
SMILES,EKVX,CCRF-CEM,HOP-62,A549/ATCC,MOLT-4,M14,HOP-92,RPMI-8226
C=C(C[C@](O)(C(=O)/C=C/c1ccc(Cl)cc1)C(=O)OC)c1ccccc1,83,41,54,74,63,84,nt,-20*
Cc1cccc(C)c1Nc1nnc(-c2ccccc2)s1,94,92,87,72,93,108,81,95
CCc1cccc2c1S/C(=C/c1ccc(Cl)cc1)C2=O,95,98,81,97,89,99,83,nt
CCOC(=O)C/C1=C/CC/C2=C/C[C@@H]3[C@@H](CCCC3(C)C)CC[C@H]3CCCC(C)(C)[C@H]3C/C=C(/CC/C=C(/CC(=O)OCC)CC1)CC2 (tested in a mixture with another compound),100,82,100,96,119,122,100,50
Cc1cc(NCCCNc2ccnc3cc(Cl)ccc23)nc(N2CCN(C)CC2)n1,nt,26,63,71,21,26,nt,39
NC(=O)c1cccc(-n2ccc3cc(NC(=O)c4ccc(N5CCOCC5)c(C(F)(F)F)c4)ccc32)n1,48,34,44,43,53,67,67,12
CN(C)c1nc(N(C)C)c2cnn(C)c2n1,101,104,106,101,103,96,94,104
CCCCCn1cnc2c(=S)nc[nH]c21,108,97,110,118,104,120,101,82
O=C(OCC1CC=CCC1)C1CC=CCC1 (centres undefined),98,nt,132,108,nt,112,85,93
COc1cc(C(=O)NCC(=O)NNC(C)C)cc(OC)c1OC,102,nt,103,103,86,112,114,115
CCN(CC)c1ccn(CC(=O)NCCC(C)C)c(=O)c1,108,99,102,93,99,101,94,101
Cn1c(=O)c2nc3n(c2n(C)c1=O)C(=N)C(C(=O)c1ccc(Cl)cc1)N=N3 (centres undefined),113,100,109,99,96,105,130,113
CC1(C)CC[C@]2(C(=O)O)CC[C@]3(C)C(=CC[C@@H]4[C@@]5(C)C/C(=C/c6cccnc6)[C@H](O)C(C)(C)[C@@H]5CC[C@]43C)[C@@H]2C1,0.8*[100 µM],1.4*[100 µM],-2.5*[100 µM],5.8*[100 µM],4.4*[100 µM],3.3*[100 µM],-22*[100 µM],-12*[100 µM]
COc1ccn2c(C(C)=O)cc(C(=O)N3c4ccccc4Sc4ccccc43)c2c1,97,88,85,77,71,82,59,48
CCOC(=O)Cc1cc(Br)c(OCc2ccccc2)c(Br)c1,91,95,96,104,77,100,nt,nt
COc1cc(-c2cc(/C=C/C(=O)c3ccc(F)cc3Br)[nH]n2)cc(OC)c1OC,nt,111,106,97,110,101,nt,107
CCOC(=O)C(c1ccccc1)N(C)C (centres undefined),114,nt,nt,100,nt,112,97,90
Cc1cc(C2=NNC(c3ccc[nH]3)C2)ccc1-n1ccc(C(F)(F)F)n1 (centres undefined),88,80,97,85,87,93,107,14
COc1ccccc1Cn1cc(C#N)c(N)c1C(=O)c1ccc(C#N)cc1,95,105,95,104,99,104,100,102
O=c1[nH]c(=S)[nH]c2c1C(c1ccc(O)cc1)c1c([nH]c(=S)[nH]c1=O)N2,99,108,99,99,106,98,103,104
CCOC(=O)C(/C=C/C(C)C)(C(=O)OCC)C(C)C,110,86,95,107,79,105,102,81
CCC(C)C(C)(C)O (centres undefined),nt,nt,103,101,98,101,nt,106
CCCC(=O)Oc1ccc(C(C)(C)C)cc1C(C)c1ccccc1 (centres undefined),91,116,97,89,114,89,110,103
Cc1cc(O)cc(C)c1Br,103,99,96,89,110,108,101,102
CCOC(=O)C(Cc1ccccc1)(C(=O)OCC)C(Br)C(=O)c1ccccc1 (centres undefined),89,nt,96,80,nt,84,nt,nt

# Going on with the list.
SMILES,EKVX,CCRF-CEM,HOP-62,A549/ATCC,MOLT-4,M14,HOP-92,RPMI-8226
COc1cc2oc(-c3cccc(NC(=O)c4ccc(Br)cc4)c3)cc(=O)c2c(OC)c1OC,62,39,39,37,44,49,15,14
NC(=S)N/N=C\c1nccc2c(N)cccc12,35,8.4*,-7.0*,12,3.3*,-35*,20,16
NS(=O)(=O)c1ccc(C(=O)N=Nc2c(O)[nH]c3c(Cl)cccc23)cc1,102,114,93,95,115,103,112,117
O=C(Nc1nc(-c2c[nH]c3ccccc23)cs1)c1n[nH]c(=O)c2ccccc12,87,36,59,47,13,70,67,38
CC1(C)CCCN1CCCN1c2ccccc2Sc2ccc(Cl)cc21,61,42,77,84,42,39,63,29
N#Cc1ccc(NC(=O)COc2ccc(/C=C3\C(=O)Nc4ccc(Cl)cc43)cc2)cc1,96,28,87,88,29,80,74,90
Cn1c(-c2cnc3[nH]ncc3c2)nnc1N1CCC(c2cccc(F)c2F)CC1,93,nt,100,102,99,98,82,99
CCOC(=O)C1=C(C(=O)OCC)N(c2c(C)cccc2C)C(N)=C(C#N)C1c1cc(=O)[nH]c2ccccc12 (centres undefined),87,120,87,103,102,108,87,102
Cc1ccc(N2CCN(C(=S)Cc3cccc4ccccc34)CC2)cc1,92,86,101,101,52,99,nt,99
Nc1c(C(=O)O)ccc2c1C(=O)c1ccccc1C2=O,89&99,115&108,99,105&109,111&108,96&94,87&99,101&104
CCOCCc1cccc(C)n1,108,96,87,97,107,95,98,118
NS(=O)(=O)Nc1ccc(C(=O)NC(C(=O)NO)c2ccc(-c3cc(F)c(F)c(F)c3)cc2)cc1 (centres undefined),101,91,96,97,86,101,114,92
CC1=C(C(=O)Nc2ccccc2C)C(c2cccc([N+](=O)[O-])c2)C(C(=O)Nc2ccccc2C)=C(C)N1,79,93,83,90,68,95,90,73
NC(=O)c1ncn2c(=O)n(CCF)nnc12,92,28,54,99,30,34,99,44
COc1cc2nc(Cl)nc(Nc3cccc(C4=NN(C(C)=O)C(c5ccc(F)cc5)C4)c3)c2cc1OC (centres undefined),79,48,100,78,52,80,85,41
COc1ccc2c(c1)C(C)Cc1c(ncn3c(-c4ccc(Cl)cc4)nnc13)N2C (centres undefined),84,112,105,100,111,79,106,99
N#Cc1c(-c2ccc(C(F)(F)F)cc2)cc(NCC2CCS(=O)(=O)CC2)n2c1nc1ccccc12,78,86,86,77,74,99,81,81
CCS/C(Nc1ccccc1)=C(\C#N)C(=O)Nc1ccc(OC)cc1,52,8.3*,34,35,10,15,44,25
COc1ccc(-n2cnc(N)c2C(=O)c2cc(OC)c(OC)c(OC)c2)cc1,115,100,97,98,114,107,95,98
CC1=C(NCCN2CCOCC2)C(=O)c2c(OCc3ccccc3)cccc2C1=O,nt,93,102,95,84,104,88,82
Cc1cc([N+](=O)[O-])ccc1Nc1ccc(C(=O)Nc2nc3cc(C(=O)N4CCN(C(c5ccccc5)c5ccccc5)CC4)ccc3o2)cc1[N+](=O)[O-],57,55,87,62,73,89,43,39
BrCc1ccc(CCc2ccc(CBr)cc2)cc1,111,95,109,101,89,103,72,79
Cc1ccc(NC(=O)/C=N/O)cc1C,nt,90,93,94,86,101,82,97
CS(=O)(=O)c1nccc(-c2c(-c3ccc(OCCc4ccccc4)cc3)nc3sccn23)n1,94,92,104,101,89,95,76,95
CN1CCN(Cc2c[nH]c3ncnc(N4CCOCC4)c23)CC1,98,nt,112,96,101,99,88,107

# Additional entries follow.
SMILES,EKVX,CCRF-CEM,HOP-62,A549/ATCC,MOLT-4,M14,HOP-92,RPMI-8226
N#Cc1c2ncccc2c2nnc3ccccc3n12,114,104,110,113,118,111,nt,105
CCOC(=O)c1[nH]nc2c1C1(C(=O)N(C)c3ccccc31)C(C#N)=C(N)O2 (centres undefined),97,109,109,98,109,109,nt,104
CN(C)c1c([N+](=O)[O-])cc(N2C(=O)C=CC2=O)cc1[N+](=O)[O-],107&93,26&43,108&122,93,100&50,109&103,132&67,142&108
CNCCCOc1c(Br)cc(CCNC(=O)/C(Cc2ccc(OC)c(Br)c2)=N/O)cc1Br,66,32,67,50,10,-56*,41,8.4*
CCN(CC)C(=O)c1cc(OC)c(OC)c(OC)c1,95,102,95,90,96,107,97,102
CC(=O)NNC(=S)OC1CCCCC1,96,121,90,108,104,101,98,109
CC1CN(C2=NC(=O)/C(=C\c3ccc(N(C)C)cc3)S2)CC(C)O1 (centres undefined),99,83,96,99,105,94,82,102
CCn1c(SCC(=O)Nc2cccc(C(=O)/C=C/c3ccc(OC)cc3)c2)nc2ccccc2c1=O,91,83,114,82,90,nt,87,43
NS(=O)(=O)c1ccc(NC(=O)N2CCN(C(=O)COc3ccc(Cl)cc3)CC2)cc1,109,101,100,103,104,88,nt,104
CC(C)OC(=O)C#N,nt,103,107,102,105,95,nt,96
Cc1ccc2oc(=O)cc(/C(=C3/C=CC=N3)c3ccc[nH]3)c2c1,16,10,-11*,-21*,-3.8*,-8.0*,7.3*,-17*
NS(=O)(=O)c1ccc(Nc2ccnc(SCC(=O)c3ccc(C(F)(F)F)cc3)n2)cc1,95,104,104,102,92,101,104,92
COC(=O)c1ccc2c(c1)[n+](=O)c(C(C)=O)c(C(F)(F)F)n2[O-],-46*,nt,-9.1*,29,nt,-24*,-57*,-48*
CC(=O)Oc1ccc(C2(c3ccc(OC(C)=O)cc3)OC(=O)c3ccccc32)cc1,126,98,113,86,107,109,113,110
CCN(CC)CCOC(=O)c1ccc(NC(=O)OCCCCCCCCCCOC(=O)Nc2ccc(C(=O)OCCN(CC)CC)cc2)cc1,77,nt,88,106,95,94,104,110
O=c1cc(-c2ccccc2)[nH]c(=S)[nH]1,129,90,108,104,95,102,nt,90
OCC1OC(n2cnc3ncccc32)C(O)C1O (centres undefined),nt,nt,87,95,107,110,47,103
Cc1ccc(N2CC(c3nc4ccccc4o3)CC2=O)cc1 (centres undefined),nt,97,101,94,103,101,92,102
CCC1(c2ccccc2)Oc2ccccc2-n2c(C#N)c3ccccc3c2C1=O (centres undefined),nt,96,94,94,91,94,nt,93
CC/C(=C(/c1ccc(O)cc1)c1ccc(OCCN2CCCCC2)cc1)c1ccc(OC)cc1,87,42,84,64,23,-61*,70,63
C[C@@H]1C(=O)O[C@H]2[C@H]1CC/C(Cn1cc(-c3cc(C(F)(F)F)cc(C(F)(F)F)c3)nn1)=C\CC[C@@]1(C)O[C@@H]21,67,78,98,67,60,90,80,80
COc1cc(C(=O)NCc2ccccc2OCCN(C)C)cc(OC)c1OC,100,107,90,96,98,108,104,109
CCCCCCCCCCCCCCNC1=C(Br)C(=O)c2c(C(=O)OC)c(C)nc(C)c2C1=O,76,76,90,48,66,61,107,72
COc1ccc(Cn2nc(-c3cc(OC)c(OC)c(OC)c3)c3c2CCc2cnoc2-3)cc1OC,78,56,57,52,36,62,33,nt

# Sorted by molecular weight (largest number first): 21 of the compounds above
SMILES,EKVX,CCRF-CEM,HOP-62,A549/ATCC,MOLT-4,M14,HOP-92,RPMI-8226
CCN(CC)CCOC(=O)c1ccc(NC(=O)OCCCCCCCCCCOC(=O)Nc2ccc(C(=O)OCCN(CC)CC)cc2)cc1,77,nt,88,106,95,94,104,110
CC1(C)CC[C@]2(C(=O)O)CC[C@]3(C)C(=CC[C@@H]4[C@@]5(C)C/C(=C/c6cccnc6)[C@H](O)C(C)(C)[C@@H]5CC[C@]43C)[C@@H]2C1,0.8*[100 µM],1.4*[100 µM],-2.5*[100 µM],5.8*[100 µM],4.4*[100 µM],3.3*[100 µM],-22*[100 µM],-12*[100 µM]
C[C@@H]1C(=O)O[C@H]2[C@H]1CC/C(Cn1cc(-c3cc(C(F)(F)F)cc(C(F)(F)F)c3)nn1)=C\CC[C@@]1(C)O[C@@H]21,67,78,98,67,60,90,80,80
CCOC(=O)C1=C(C(=O)OCC)N(c2c(C)cccc2C)C(N)=C(C#N)C1c1cc(=O)[nH]c2ccccc12 (centres undefined),87,120,87,103,102,108,87,102
NC(=O)c1cccc(-n2ccc3cc(NC(=O)c4ccc(N5CCOCC5)c(C(F)(F)F)c4)ccc32)n1,48,34,44,43,53,67,67,12
CCn1c(SCC(=O)Nc2cccc(C(=O)/C=C/c3ccc(OC)cc3)c2)nc2ccccc2c1=O,91,83,114,82,90,nt,87,43
CC/C(=C(/c1ccc(O)cc1)c1ccc(OCCN2CCCCC2)cc1)c1ccc(OC)cc1,87,42,84,64,23,-61*,70,63
N#Cc1ccc(NC(=O)COc2ccc(/C=C3\C(=O)Nc4ccc(Cl)cc43)cc2)cc1,96,28,87,88,29,80,74,90
Cc1cc(NCCCNc2ccnc3cc(Cl)ccc23)nc(N2CCN(C)CC2)n1,nt,26,63,71,21,26,nt,39
CC(=O)Oc1ccc(C2(c3ccc(OC(C)=O)cc3)OC(=O)c3ccccc32)cc1,126,98,113,86,107,109,113,110
Cn1c(=O)c2nc3n(c2n(C)c1=O)C(=N)C(C(=O)c1ccc(Cl)cc1)N=N3 (centres undefined),113,100,109,99,96,105,130,113
COc1ccc(-n2cnc(N)c2C(=O)c2cc(OC)c(OC)c(OC)c2)cc1,115,100,97,98,114,107,95,98
CC1(C)CCCN1CCCN1c2ccccc2Sc2ccc(Cl)cc21,61,42,77,84,42,39,63,29
Cc1cc(C2=NNC(c3ccc[nH]3)C2)ccc1-n1ccc(C(F)(F)F)n1 (centres undefined),88,80,97,85,87,93,107,14
COc1ccccc1Cn1cc(C#N)c(N)c1C(=O)c1ccc(C#N)cc1,95,105,95,104,99,104,100,102
CCCC(=O)Oc1ccc(C(C)(C)C)cc1C(C)c1ccccc1 (centres undefined),91,116,97,89,114,89,110,103
CN1CCN(Cc2c[nH]c3ncnc(N4CCOCC4)c23)CC1,98,nt,112,96,101,99,88,107
Cc1ccc2oc(=O)cc(/C(=C3/C=CC=N3)c3ccc[nH]3)c2c1,16,10,-11*,-21*,-3.8*,-8.0*,7.3*,-17*
NC(=S)N/N=C\c1nccc2c(N)cccc12,35,8.4*,-7.0*,12,3.3*,-35*,20,16
CC(=O)NNC(=S)OC1CCCCC1,96,121,90,108,104,101,98,109
Cc1ccc(NC(=O)/C=N/O)cc1C,nt,90,93,94,86,101,82,97
